Compound activity as filed in PubChem.
D1 potentiator: human D1 dopamine receptor positive modulation | P21728 | HEK293 TREx D1 cells, calcium flux, dopamine EC20 potentiation | potentiation, % at 10 µM | actives 0.036% (n = 360,000) | AID 504651; in the data active = potentiation above about 30%; also: 0% is about no effect
D1 antag: antagonists of human D1 dopamine receptor; HEK293 TREx D1 cells, calcium flux, dopamine EC80; hits give low values; activity change, negative = inhibition, % at 10 µM; P21728; actives 3.2% (n = 360,000); in the data active = activity change below about -30%; also: % is scaled to controls: 0 for no effect and ±100 for the full control effect
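HEK293 T-REx cells expressing inducible, force-coupled D1 receptor; no-wash Ca dye, 30–90 min RT. Cmpd → 180 s read at 1 Hz → EC80 DA → 180 s read.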
Anesthetic bind: binds horse apoferritin like a general anesthetic | Potency, µM (highest dose often 77.5 µM), inactives show at the highest dose activity change, negative = displacement, hits mostly inhibitors | P02791 | actives 0.074% (n = 350,000) | apoferritin/1-aminoanthracene competitive binding, fluorescence | AID 485281; also: potency is read from the fitted curve at half-maximal effect; % is scaled to controls: 0 for no effect and ±100 for the full control effect; nearly all actives have a fitted effect of over 20% in size
Target sequence (P02791 2-175 limits assumed): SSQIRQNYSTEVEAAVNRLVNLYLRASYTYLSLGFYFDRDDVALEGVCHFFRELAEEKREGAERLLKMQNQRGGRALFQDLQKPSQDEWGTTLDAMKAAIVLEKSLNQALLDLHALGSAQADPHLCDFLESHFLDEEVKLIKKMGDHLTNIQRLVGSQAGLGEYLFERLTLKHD
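Steps: apoferritin (10 uM) was premixed with half-saturated 1-AMA in PBS, compounds were pin-transferred, plates stood 10 min at room temperature, fluorescence was read at 380/535 nm, and curves were fitted with a Hill equation.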
RXFP1 ag: RXFP1 (human) receptor agonism; actives 0.3% (n = 370,000); Potency, µM (doses to about 57.5 µM), for inactives: at the highest dose activation, most hits filed as activators; Q9HBX9; HEK293T-RXFP1 cAMP TR-FRET, 30 min; response scale: percent of porcine relaxin response, buffer zero; also: potency is read from the fitted curve at half-maximal effect; % is scaled to controls: 0 for no effect and ±100 for the full control effect; nearly all actives have a fitted effect of over 60% in size; many of its hits are not listed in these tables
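Agonist response is measured as cAMP accumulation in an RXFP1-transfected HEK293T line under PDE4 inhibition. Values are scaled between buffer-only and 29 nM porcine relaxin, and EC50s come from standard Hill equation fits.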
TRHR PAM: allosteric enhancers of human TRH receptor. TRHR cells, fluo-8 calcium fluorescence, EC20 TRH enhancement. enhancement, % at 2 µM. actives 0.66% (n = 360,000); in the data active = enhancement above about 30%; also: 0% is about no effect
Target sequence (P34981 whole entry, looked up): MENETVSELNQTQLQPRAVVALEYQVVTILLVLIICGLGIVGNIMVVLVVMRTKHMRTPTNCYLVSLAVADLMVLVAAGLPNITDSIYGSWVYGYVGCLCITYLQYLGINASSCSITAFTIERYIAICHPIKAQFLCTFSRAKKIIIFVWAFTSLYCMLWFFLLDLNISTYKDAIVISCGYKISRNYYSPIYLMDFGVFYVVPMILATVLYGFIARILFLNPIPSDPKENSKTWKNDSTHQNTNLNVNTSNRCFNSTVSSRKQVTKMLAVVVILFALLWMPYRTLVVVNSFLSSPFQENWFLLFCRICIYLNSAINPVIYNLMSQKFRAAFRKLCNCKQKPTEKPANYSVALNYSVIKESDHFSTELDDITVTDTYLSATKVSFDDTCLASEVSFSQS
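Enhancer read-out: after compound pinning and an initial kinetic agonist-mode read, an EC20 of TRH (10 nM final) was injected and fluo-8 calcium signal (Ex 480/Em 530) followed at 1 s/cycle for 100 cycles in TRHR-expressing cells.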
D2 PAM: positive allosteric modulators of human D2 dopamine receptor; P14416; HEK293 T-REx D2, calcium flux, EC20 dopamine potentiation; potentiation, % at 10 µM; actives 0.34% (n = 340,000);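 active = potentiation over 3 SD above the plate norm, cut at about 30% in these data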; also: 0% is about no effect
Target sequence (P14416 whole entry, looked up): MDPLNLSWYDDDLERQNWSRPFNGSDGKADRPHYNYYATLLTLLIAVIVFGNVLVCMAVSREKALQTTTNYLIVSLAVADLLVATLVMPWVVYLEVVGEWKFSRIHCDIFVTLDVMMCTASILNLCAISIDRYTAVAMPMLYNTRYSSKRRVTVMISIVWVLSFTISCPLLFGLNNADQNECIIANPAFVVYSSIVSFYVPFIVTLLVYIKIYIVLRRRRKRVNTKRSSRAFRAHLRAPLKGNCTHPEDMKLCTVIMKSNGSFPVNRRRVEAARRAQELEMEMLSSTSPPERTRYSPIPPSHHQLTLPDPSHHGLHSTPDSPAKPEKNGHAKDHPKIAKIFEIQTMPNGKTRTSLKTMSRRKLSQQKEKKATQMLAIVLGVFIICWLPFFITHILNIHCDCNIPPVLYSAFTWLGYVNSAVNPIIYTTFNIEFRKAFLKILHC
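Potentiation of an EC20 dopamine calcium response is measured in a force-coupled, tetracycline-inducible Hek293 Trex D2 line. Compound-only kinetic reads over 180 s flag agonists before dopamine addition.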
TRHR ag: agonists of human TRH receptor; P34981; TRHR cells, calcium flux fluo-8, FDSS agonist mode; activation, % at 2 µM; actives 0.18% (n = 360,000); AID 493084; in the data active = activation above about 30%; also: 0% is about no effect
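TRHR-expressing cells, plated overnight in medium with 10% serum, were loaded with fluo-8 calcium dye at room temperature. After a 10 s baseline, library compound was pin-added and calcium release was recorded kinetically (ex 480/em 530) as agonist response.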
RXFP1 antag: RXFP1 (human) relaxin receptor antagonism; HEK293-RXFP1, relaxin-stimulated cAMP HTRF, 30 min; hits give low values; activity change, negative = inhibition, % at 57.5 µM; actives 0.59% (n = 350,000); AID 1259400;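 active = activity change of -60% or lower, but not beyond a set lower limit; inconclusive = change between -60% and -40%, or beyond the set limit; inactive = change above -40%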; also: % is scaled to controls: 0 for no effect and ±100 for the full control effect
D1 agonist: activates the human D1 dopamine receptor | AID 504660 | actives 1% (n = 360,000) | HEK293 T-REx D1 cells, calcium flux, agonist mode | activation, % at 2 µM; in the data active = activation above about 30%; also: 0% is about no effect
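Agonism was scored from calcium flux recorded over 180 s (1 read/s) after pintool compound addition, following a 10-cycle baseline. Cells were inducible force-coupled HEK293 TREx D1, plated overnight at 30 C and loaded with no-wash calcium dye.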
Active calls of the source: *; ? = inconclusive; . = no result given; & = joins results of further samples; [ ] = remark or other dose. Unless noted, calls follow the shape of the dose curve; as a rule, active = well fitted curve in the direction sought with a large enough effect; inconclusive = small, poorly fitted or top-dose-only effect, or another doubt; inactive = no such curve, though single readings can be large; an effect the other way counts as inactive or inconclusive. The list is partial; the hit share may differ from the screen's.

Every second line gives: D1 potentiator	D1 antag	Anesthetic bind	RXFP1 ag	TRHR PAM	D2 PAM	TRHR ag	RXFP1 antag	D1 agonist
> COc1ccc(S(=O)(=O)NN=C2CCCCC2)cc1
    0	-3	-5%	-3.1%	4	3	0.2	13	5
> CN(C(=O)CN1C(=O)S/C(=C\c2ccc(Cl)cc2)C1=O)C1CCS(=O)(=O)C1 (stereo unspecified)
    -5	9	8%	-2.6%	7	1	0.6	6	5
> COCCN(CCOC)C(=O)CC(=O)N(CCOC)CCOC
    7	-8	-6%	2.4%	4	.	0.6	2	1
> COc1ccccc1C(=O)NC(CCSC)C(=O)NNC(=O)C(C)Oc1ccccc1F (stereo unspecified)
    -8	0	.	0.2%	-5	11	-0.5	12	2
> O=C(COc1ccccc1)N1CCc2ccccc21
    -3	8	?	3.1%	0	-8	-0.2	-16	0
> CCOc1ccccc1NC(=O)/C(C#N)=C/c1c(C)nn(-c2ccccc2)c1Cl
    5	-6	-11%	-0.1%	-1	6	0.2	-12	2
> O=C(CCC(=O)Nc1ccccc1Cl)NNC(=O)NC1CCCCC1
    -9	10	-3%	0.4%	4	1	-0.3	-2	1
> CCCc1cc(=O)oc2cc(OCC(=O)NCCCN3CCOCC3)ccc12
    3	0	3%	-0.1%	7	-1	0.9	9	1
> CCC(c1nnnn1C(C)(C)C)N(CCOC)Cc1cc2cccc(C)c2n2nnnc12 (stereo unspecified)
    2	-21	-8%	-0.5%	27	-6	0.1	.	1
> Cn1c(=O)n(CCN2CCOCC2)c(=O)c2c1nc1n2CCCN1c1ccccc1
    -5	-10	-6%	0.0%	0	7	-0.7	.	0
> CC(=O)c1ccc(NC(=O)c2ccc3c(c2)C(=O)N(c2ccccn2)C3=O)cc1
    0	3	1%	0.0%	12	4	0.6	-1	3
> COc1ccc(N2C(=O)CC(N3CCCCC3)C2=O)cc1 (stereo unspecified)
    -7	8	-10%	1.0%	-4	-5	1.3	-5	1
> CCOC(=O)c1c(C)[nH]c(C(=O)OCC(=O)N2c3ccccc3CC2C)c1C (stereo unspecified)
    3	11	1%	0.9%	-2	1	0.1	6	4
> O=S(=O)(c1ccc(-n2cnnn2)cc1)N1CCN(c2ccccc2F)CC1
    -3&-1	-28&-4	-1%&-5%	-2.3%&2.3%	-3&0	-2&-4	0.1&1.0	-5&-22	13&1
> O=C(NNC(=O)c1ccccc1F)c1ccc(NS(=O)(=O)c2ccc(F)cc2)cc1
    3	-5	.	-1.5%	-1	-7	0.1	7	8
> COc1ccccc1OCc1cc(C(=O)NCCN2CCCC(O)C2)no1 (stereo unspecified)
    -5	-12	-12%	-0.4%	-3	-4	0.4	6	0
> CCOC(=O)N1CCN(Cc2nc(N)nc(Nc3ccc(OCC)cc3)n2)CC1
    2	1	-5%	2.8%	6	12	-0.9	11	0
> CN(C(=O)C1CCOC1)c1nnc(-c2cccnc2)s1 (stereo unspecified)
    -6	-15	-5%	1.7%	6	9	-0.1	5	5
> CCOC(=O)c1cc(NC(=O)c2ccc(Cl)cc2)c(=O)n2c1oc1ccccc12
    -4	6	-6%	5.6%	-3	-6	0.2	.	1
> CCCc1ccc(/C=C2\C(=O)c3ccccc3C(O)=C2C(=O)OCC)cc1
    -1	-15	-13%	2.7%	-8	.	0.7	.	4
> COc1cccc(C(=O)NC2CCN(C(=O)N3CCCCC3)CC2)c1
    4	2	-11%	2.5%	-3	1	0.0	-5	0
> Cc1ccc(C(C)C)c(OCC(=O)NN=C2CCCC2)c1
    -1	-8	?	-1.2%	0	5	0.8	-10	2
> COc1cccc(N2C(=O)C(CC(=O)Nc3ccccc3)N(CCc3sccc3C)C2=O)c1 (stereo unspecified)
    -2	-20	0%	2.2%	-12	-22	0.2	.	7
> CCN(Cc1ccncc1)S(=O)(=O)c1ccc(C(C)=O)cc1
    -5	-14	-21%	-0.8%	9	15	-0.6	-15	22
> COc1cc(-c2nnc(COc3ccc(Cl)cc3C)o2)cc(OC)c1OC
    -1	13	9%	1.0%	-10	22	1.5	-6	7
> COc1ccccc1-n1c(/C=C/c2c(C)n(C)c3ccccc23)nc2ccccc2c1=O
    0	2	113%[activator]	0.8%	-20	6	6.0	4	18
> O=c1c2ccccc2nc2n1CC/C2=C\c1ccccc1[N+](=O)[O-]
    -2	4	-7%	2.9%	-2	3	0.2	.	2
> COc1ccc(N(CC(=O)N2CCC(C(N)=O)CC2)S(=O)(=O)c2ccccc2)cc1
    -4	0	1%	-0.2%	-10	15	0.6	7	-3
> Cc1cc(C)c[n+](-c2nc3ccccc3nc2[N-]S(=O)(=O)c2cccs2)c1
    -3	-9	-7%	1.0%	13	6	0.3	6	4
> COc1ccc2[nH]c(=O)c(CN(Cc3nnnn3Cc3ccco3)C3CCCCC3)cc2c1
    1	8	-22%	3.4%	5	-1	-0.5	1	2

A different layout for part of the listing above:
> COc1ccc(N(CC(=O)N2CCC(C(N)=O)CC2)S(=O)(=O)c2ccccc2)cc1
  D1 potentiator = -4 | D1 antag = 0 | Anesthetic bind = 1% | RXFP1 ag = -0.2% | TRHR PAM = -10 | D2 PAM = 15 | TRHR ag = 0.6 | RXFP1 antag = 7 | D1 agonist = -3

> Cc1cc(C)c[n+](-c2nc3ccccc3nc2[N-]S(=O)(=O)c2cccs2)c1
  D1 potentiator = -3 | D1 antag = -9 | Anesthetic bind = -7% | RXFP1 ag = 1.0% | TRHR PAM = 13 | D2 PAM = 6 | TRHR ag = 0.3 | RXFP1 antag = 6 | D1 agonist = 4

> COc1ccc2[nH]c(=O)c(CN(Cc3nnnn3Cc3ccco3)C3CCCCC3)cc2c1
  D1 potentiator = 1 | D1 antag = 8 | Anesthetic bind = -22% | RXFP1 ag = 3.4% | TRHR PAM = 5 | D2 PAM = -1 | TRHR ag = -0.5 | RXFP1 antag = 1 | D1 agonist = 2

Carrying on:
Molecule	D1 potentiator	D1 antag	Anesthetic bind	RXFP1 ag	TRHR PAM	D2 PAM	TRHR ag	RXFP1 antag	D1 agonist
CCCN(CC(=O)Nc1ccccc1C)C(=O)c1ccc(C)c(S(=O)(=O)N2CCCCC2)c1	-3	-4	.	0.9%	-19	-9	-0.9	-14	2
CC(=O)c1cccc(NC(=O)c2cccc(S(=O)(=O)N3CCOCC3)c2)c1	.	-5	5%	-0.3%	9	15	-1.5	-3	6
CCOc1ccc(S(=O)(=O)NCCc2sc3nc(-c4ccc(F)cc4)nn3c2C)cc1	3	.	-23%	0.7%	-6	9	0.0	-14	16
CCc1nc(SCc2ccc([N+](=O)[O-])cc2)n[nH]1	1	13	2%	-0.4%	2	.	-0.3	15	-1
CN(Cc1ccc(F)cc1)C(=O)c1cccc(OCc2ccccc2)c1	-9	-3	-6%	-0.4%	-2	-5	0.5	-30	11
Cc1ccc(NC(=O)C2CCCN2S(=O)(=O)c2ccc3c(c2)C(C)(C)C(=O)N3C)cc1 (stereo unspecified)	-3	-12	1%	4.5%	-1	1	-0.2	-15	0
CSCC[C@H](NC(=O)[C@@H]1Cc2ccccc2CN1)C(=O)NC[C@H]1CC[C@H](C(=O)O)CC1	-3	1	2%	6.0%	0	2	0.5	7	0
Cc1ccc(SCCSc2ncccn2)cc1	-6	-12	-18%	-2.7%	-4	-3	-0.9	-15	-3
CCCOC(=O)Nc1cc(OC)c(Cl)cc1OC	2	-6	-7%	0.2%	-1	5	-0.3	-5	2
Cc1ccc(OCC(=O)Nc2ccc(S(=O)(=O)N3CCCC3)cc2)cc1	1	3	?	0.3%	-2	-1	-1.5	-18	4

Sorted by SMILES length (rising): part of the list above.
Molecule	D1 potentiator	D1 antag	Anesthetic bind	RXFP1 ag	TRHR PAM	D2 PAM	TRHR ag	RXFP1 antag	D1 agonist
Cc1ccc(SCCSc2ncccn2)cc1	-6	-12	-18%	-2.7%	-4	-3	-0.9	-15	-3
CCCOC(=O)Nc1cc(OC)c(Cl)cc1OC	2	-6	-7%	0.2%	-1	5	-0.3	-5	2
CCc1nc(SCc2ccc([N+](=O)[O-])cc2)n[nH]1	1	13	2%	-0.4%	2	.	-0.3	15	-1
CC(=O)c1cccc(NC(=O)c2cccc(S(=O)(=O)N3CCOCC3)c2)c1	.	-5	5%	-0.3%	9	15	-1.5	-3	6
CCOc1ccc(S(=O)(=O)NCCc2sc3nc(-c4ccc(F)cc4)nn3c2C)cc1	3	.	-23%	0.7%	-6	9	0.0	-14	16
Cc1ccc(NC(=O)C2CCCN2S(=O)(=O)c2ccc3c(c2)C(C)(C)C(=O)N3C)cc1 (stereo unspecified)	-3	-12	1%	4.5%	-1	1	-0.2	-15	0

Next part:
Molecule	D1 potentiator	D1 antag	Anesthetic bind	RXFP1 ag	TRHR PAM	D2 PAM	TRHR ag	RXFP1 antag	D1 agonist
Cc1ccc2c(=O)cc(C(=O)Nc3cccc(Cl)c3C)oc2c1C	-1	14	-19%	14%	3	-19	0.0	-7	0
COc1ccc(C(=O)c2cnc3cc4c(cc3c2C)OCO4)cc1	1	-30*	?	-0.8%	-15	-4	-1.1	-12	0
CC1(C(=O)O)CCC(C(=O)Nc2ccccc2)C1(C)C (stereo unspecified)	-4	6	7%	-1.1%	-1	2	-0.3	-16	3
CCCCn1nnnc1SCC(=O)N1CCOCC1	-1	11	0%	-0.9%	1	1	1.3	-1	2
Cn1nc2c(c1C(=O)O)CCCC2	-8	15	0%	0.7%	2	16	0.5	-1	1
CCCc1cc(=O)[nH]c(SCCCCN2C(=O)c3ccccc3C2=O)n1	8	0	-2%	0.3%	0	2	-1.3	-12	6
COc1ccc(S(=O)(=O)NCCC(=O)N2CCCC2)cc1N(C)S(C)(=O)=O	-5	-3	24%	-1.8%	6	19	1.5	2	2
O=C(Nc1ccc(OC(F)F)c(Cl)c1)C(c1ccccc1)c1ccccc1	0	-12	8%	1.6%	4	-17	1.1	-21	6
O=C(COC(=O)CCC(=O)c1ccc(Cl)cc1)NCC1CCCO1 (stereo unspecified)	-4	-5	-15%	0.4%	-5	3	-0.5	-24	5
Cc1ccc(S(=O)(=O)N2CCc3cc(C(=O)Nc4ccc(Cl)cc4C)ccc32)cc1	-3	3	-5%	-0.6%	7	2	0.5	-6	1
O=C(Nc1nc2ccsc2c(=O)s1)c1ccc(F)cc1Cl	0	5	-3%	-0.5%	24	-3	0.2	-8	5
